Bioassay records as filed in PubChem BioAssay.
Peg3 promoter: reduces Peg3 promoter-driven luciferase expression in HeLa; hit rate 1.7% among 360,000; AID 588405; inhibition, % at 20 µM; HeLa PEG-Prom luciferase reporter, luminescence, overnight;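 active = inhibition of at least 50% at 20 µM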
MITF TRPM1 inh: reduces MITF-dependent TRPM1 promoter luciferase signal; SK-MEL-5 TRPM1 promoter luciferase, 24 h; inhibition, % at 12.5 µM; hit rate 0.83% among 330,000; AID 488899;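 active = mean inhibition across replicates of 60% or more, whatever share of single replicates reaches that level; inconclusive = some that reach 60%, reason not given; inactive = mean inhibition across replicates below 60%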; note: values of inactives mirror those of a sister screen read the other way
KKLEB tox: CF airway cell cytotoxicity counter-screen | KKLEB CF airway cells viability, ATPlite luminescence, overnight; active compounds read low; cells stimulated with P. aeruginosa culture filtrate | activity change (cytotoxicity), % at 5 µM | hit rate 0.36% among 360,000;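 active = corrected activity change at or below -50% at 5 µM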
NR2E3 ag-1: activates human photoreceptor nuclear receptor NR2E3 | Q9Y5X4 | AID 2300 | hit rate 0.12% among 320,000 | inhibition of corepressor binding, % at 4.78 µM | GST-NR2E3/biotin-RetCOR TR-FRET, 1536-well;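 active = percent inhibition above the cutoff of mean plus 3 SD of all tested compounds, set per screening campaign, cut at about 20% in these data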;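 note: 0% = DMSO wells and 100% = biotin wells as full block of FRET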
Target sequence (Q9Y5X4 whole entry, looked up): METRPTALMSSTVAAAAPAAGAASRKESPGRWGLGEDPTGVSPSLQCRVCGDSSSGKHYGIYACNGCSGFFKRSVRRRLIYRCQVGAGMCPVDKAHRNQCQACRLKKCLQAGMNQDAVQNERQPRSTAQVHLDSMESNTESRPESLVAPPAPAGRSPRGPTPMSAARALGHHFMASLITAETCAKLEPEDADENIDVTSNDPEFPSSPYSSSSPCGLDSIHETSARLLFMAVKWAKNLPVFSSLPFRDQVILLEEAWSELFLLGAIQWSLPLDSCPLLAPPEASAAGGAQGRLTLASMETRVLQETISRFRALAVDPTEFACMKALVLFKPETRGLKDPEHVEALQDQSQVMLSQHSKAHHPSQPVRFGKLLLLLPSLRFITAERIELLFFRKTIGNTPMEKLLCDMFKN
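Material: NR2E3–RetCOR corepressor complex / Amount: 1.35 nM GST-NR2E3 / Medium: Tris pH 7.5 / Compound: single nominal compound dose of 4.8 µM / Incubation: 5 h at 4 °C / Technique: TR-FRET, Eu(K)-anti-GST donor, streptavidin-D2 acceptor, ex 340, em 617/671 nm / Read-out basis: percent loss of FRET ratio relative to control wells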
C8 TRAIL sens: caspase-8 TRAIL sensitization; hit rate 1% among 360,000; inhibition (viability loss, TRAIL sensitization), % at 10 µM; AID 624354; NB7+C8 cells + TRAIL, ATPlite viability luminescence;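 active = compounds causing at least 50% loss of cell viability in the single-dose screen, relative to plate controls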
CF NFkB inh: cystic fibrosis NF-kB activation inhibition; hit rate 0.86% among 360,000; inhibition, % at 5 µM; KKLEB NF-kB-GFP reporter, PAF-induced, GFP fluorescence overnight;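 active = at least 50% inhibition at 5 µM, scaled per plate between neutral and stimulator controls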;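 note: PAF is a Pseudomonas aeruginosa culture filtrate used as stimulus; plate controls were PAF-stimulated DMSO wells for no effect and unstimulated DMSO wells for full effect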
Shn3 inh set2: inhibitors of Schnurri-3 3'UTR reporter in osteoblasts; Clone20 osteoblast Shn3 3'UTR firefly luciferase, 24 h; inhibition, % at 12.5 µM; hit rate 0.52% among 360,000;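 active = mean inhibition of at least 75% with every replicate also reaching 75%; inconclusive = mean inhibition at least 75% but some replicate below; inactive = mean inhibition below 75%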;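 note: 0% = median of neutral control wells and 100% = pilot-screen positive control compound; some compounds past the cut are filed as inactive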
HIF-2a block: HIF-2a inhibition. 786-0 RCC cells HIF-2a reporter, luciferase luminescence, overnight. inhibition, % at 18.8 µM. hit rate 0.72% among 360,000;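 active = inhibition of the luminescence signal of 40% or more relative to plate controls, in a single-dose primary screen at 18.75 µM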
NR2E3 ag-2: activates human NR2E3 receptor; Q9Y5X4; CHO-S Gal4-NCOR/VP16-NR2E3 two-hybrid, luciferase; inhibition of corepressor binding, % at 3.98 µM; hit rate 0.35% among 360,000; AID 602229;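 active = inhibition above the mean of all tested compounds plus 3 SD, cut at about 70% in these data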;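 note: 0% = DMSO with NR2E3 transfected cells and 100% = cells lacking NR2E3 construct; higher means lower luciferase signal from less NR2E3 corepressor binding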
TWEAK-Fn14 inh: inhibitors of TWEAK-Fn14 interaction signaling; TWEAK-stimulated Fn14 reporter cells, luciferase luminescence, 8 h; inhibition, % at 10 µM; hit rate 2% among 360,000; AID 1159606; in the data active = inhibition above about 50%
TROY NFkB inh: blocks TROY-dependent signaling in reporter cells; hit rate 0.98% among 360,000; AID 1347056; Q293 LMP1-TROYcd NF-kB luciferase reporter, 4 h; inhibition, % at 10 µM;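 active = compounds whose plate-normalised and pattern-corrected inhibition of the luciferase reporter signal at the single screening dose is 50% or more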
The depositor's hits bear a star; ? = inconclusive; nt = not tested or not shown.

canonical_smiles,Peg3 promoter,MITF TRPM1 inh,KKLEB tox,NR2E3 ag-1,C8 TRAIL sens,CF NFkB inh,Shn3 inh set2,HIF-2a block,NR2E3 ag-2,TWEAK-Fn14 inh,TROY NFkB inh
COc1ccc(S(=O)(=O)N2CCCC2CNC(=O)C(=O)Nc2cccc(F)c2)cc1 (configuration not stated),-18.1,3.7,-5.5,-1.4,-0.2,-6.4,6.3,-35.8,-10.1,0.5,-3.4
Cc1cc(C(=O)NC(C)C2CCCO2)cs1 (configuration not stated),-78.5,7.2,4.4,0.3,-17.9,6.3,-21.0,-41.0,14.2,7.5,-7.5
Nc1nonc1-n1nnc(C(=O)N/N=C/c2c(Cl)cccc2Cl)c1CSC1=NCCS1,21.6,0.6,-7.1,-3.2,-0.7,13.0,-1.5,22.3,-1.6,2.7,5.2
Cc1ccnc(NC(=O)Nc2ccc(Br)cc2Cl)c1,-186.7,-14.2,-1.5,-1.0,38.4,6.9,-44.8,-184.5,-108.0,42.6,37.0
O=C1OC(c2cccc3c(F)cccc23)c2ccccc21 (configuration not stated),-3.2,nt,6.5,nt,-2.7,-18.9,-6.5,-1.7,-32.3,-9.0,-7.2
Cc1ccc(NC(=O)NCC2CCN(Cc3cc(C)ccc3Cl)CC2)c(C)c1,10.2,-5.5,-1.2,2.6,8.5,4.0,-13.1,5.7,-16.6,-2.4,2.5
Cc1ccc(C(=O)NCC(=O)NCC(c2cccs2)N(C)C)cc1C (configuration not stated),-48.4,-1.3,4.3,nt,-12.6,0.1,-4.1,-57.6,-37.7,-6.3,-6.8
O=C(O)CN1CCN(Cc2ccccc2F)C1=O,15.8,8.6,4.1,-1.9,-9.8,-4.3,-0.8,11.5,4.0,3.7,2.2
O=c1c2ccccc2nc(SCc2ccc([N+](=O)[O-])cc2)n1-c1ccc(Cl)cc1,2.6,7.1,-21.9,1.2,13.0,13.2,-14.9,11.1,-4.9,-25.4,-8.6
Cc1ccc(C)c(NS(=O)(=O)c2ccc(OCC(=O)NCc3ccco3)cc2)c1,15.2,2.6,5.6,1.1,-3.0,7.8,17.0,-18.6,-19.7,2.2,-0.4
COc1ccc(N=c2cc(-c3ccc(OC)cc3)oc3ccccc23)cc1,-4.6,-17.3,1.9,-1.7,19.5,-53.7,-4.6,-26.3,-85.0,-33.0,-70.5
O=C(NCCc1ccccc1)c1c(F)c(F)c(F)c(F)c1F,-47.2,-17.9,-13.9,-1.0,11.4,-4.9,-61.2,-8.4,-4.2,-25.8,-23.4
COc1ccc(-c2noc(N3CCC(C(=O)Nc4ccc(F)cc4F)CC3)n2)cc1,-8.5,14.5,-1.7,1.8,20.0,25.2,23.8,-26.4,-20.3,-12.5,14.3
COc1ccc(OC)c(Nc2nc(NCCCN(C)C)nc(N)c2[N+](=O)[O-])c1,6.7,1.5,15.6,2.0,8.2,-51.4,21.7,29.0,-4.7,-14.1,7.9
COc1cc(CCC(C)NCc2ccccc2)ccc1O (configuration not stated),6.4,-6.2,-7.2,-3.4,1.7,-7.6,7.8,16.9,10.1,11.8,6.5
O=C(c1oc(=O)c2ccccc2c1-c1ccccc1)N1CCC(O)CC1,-1.6,19.3,10.6,2.1,-3.4,3.9,6.2,13.5,-15.3,5.0,4.3
Cc1c(C(=O)N2CCCCC2)c(S(=O)(=O)N2CCN(c3ccc(F)cc3)CC2)c(C)n1C,-9.4,1.6,3.9,0.1,-18.4,-4.9,1.8,2.6,-2.6,-5.8,2.0
COc1ccc(C(=O)/C=C/Nc2ccc(S(=O)(=O)Nc3cccc(C(C)=O)c3)cc2)cc1,-20.7,14.8,-19.2,1.0,29.3,22.2,?,1.8,-28.6,78.6*,19.4
COc1ccc(-c2noc(=O)n2Cc2ccc(C#N)cc2)cc1,16.0,-1.6,6.7,nt,-6.3,-2.3,-5.4,19.7,-9.7,6.7,2.1
Fc1ccc(OCc2nn[nH]n2)c(F)c1,-1.1,9.9,-1.3,1.8,-18.6,-18.3,-7.6,11.1,-23.0,3.8,1.6
COc1ccc(Cl)cc1NC(=O)N(C)Cc1c(C)nn(C)c1C,14.4,0.3,-9.2,2.3,7.5,-1.5,-15.4,15.3,-27.8,-3.1,4.3
Cc1ccc(/C(N)=N/OC(=O)N2CCOCC2)cc1,-12.0,5.4,-9.7,3.1,23.4,1.7,3.2,-55.2,-7.1,1.0,-11.3
O=C(CNCC1CCCO1)Nc1ccc([N+](=O)[O-])cc1C(=O)Nc1ccccc1F (configuration not stated),21.3,3.2,-7.5,-1.1,-8.6,7.8,-12.7,-45.5,-4.5,-16.0,-46.9
CC(=O)c1sc(NC(=O)c2cc3c(C)nn(-c4ccccc4)c3s2)nc1C,-0.6,16.0,10.7,1.1,-6.5,-7.3,-11.5,3.3,10.4,-20.5,15.2
CCN(C[C@H]1N[C@@](Cc2ccccc2)(C(=O)OC)[C@H]2C(=O)N(C)C(=O)[C@@H]12)C(=O)Nc1ccc(C(F)(F)F)cc1,4.8,-1.6,8.0,nt,-15.1,-11.6,-0.2,1.5,-21.7,11.0,13.0
O=C(c1cc2ccccc2cc1O)N1CCCC(C(F)(F)F)C1 (configuration not stated),3.1,-0.6,-5.9,2.9,-1.7,19.6,5.6,7.0,-6.6,5.3,1.3
CC(C)=CC(=O)Nc1c(C)cc(C)cc1Cl,3.3,-0.9,2.6,-3.9,-0.2,3.8,-7.2,2.2,-15.7,-3.2,-3.6
O=C1CC(C(=O)N2CCN(S(=O)(=O)c3cccc(F)c3)CC2)CN1Cc1ccccc1Cl (configuration not stated),8.9,2.7,-4.6,1.4,-2.2,3.7,-0.5,8.9,-8.0,-18.4,13.0
CCCCN1C=C(C(=O)OCC)C(=O)CC1,-0.4,4.0,12.4,nt,0.2,4.3,-10.4,3.7,-28.6,-7.7,3.8
CN(C)C(=O)c1ccc(-n2nc(C(F)(F)F)c3c2CCCC3)cc1,4.7,-7.7,-10.6,2.4,0.2,8.7,22.4,17.2,3.2,58.7*,nt
COc1ccccc1CN1CC(C(=O)NC2CCCCC2)CC1=O (configuration not stated),7.7,5.6,8.5,0.4,-8.4,-2.7,3.3,4.9,-30.1,5.8,8.7
CN(C)C(=O)CCC(=O)N1CCCCC1C(=O)Nc1ccc(Oc2ccccc2F)cc1 (configuration not stated),0.3,-0.4,1.2,1.8,-3.4,-44.9,-8.1,-15.8,19.8,5.7,-17.4
Cc1nn(CCc2nn[nH]n2)c2nc(-c3ccc(C4CCCCC4)cc3)cc(C(F)(F)F)c12,23.7,13.0,-57.4*,-3.4,12.8,76.3*,9.4,12.2,-9.1,25.6,56.1*
N#Cc1nc(COc2ccccc2)oc1N1CCC(Cc2ccccc2)CC1,17.6,-12.8,-3.9,1.4,15.9,0.3,11.2,-0.8,-22.4,-38.5,-16.5
OCCCNc1ncnc2oc(-c3ccccc3)c(-c3ccccc3)c12,8.0,5.7,-11.6,nt,8.1,1.6,2.8,8.2,9.1,12.7,0.8
COc1ccc(C(=O)Nc2ccc(S(=O)(=O)N(C)c3ccccc3)cc2)cc1,-78.2,-3.2,-11.8,0.3,23.8,10.5,-29.9,-109.4,-14.5,30.0,14.5
C#CCSc1nnc(C)c(C)n1,-8.4,12.5,20.5,-2.5,11.9,-22.7,-14.9,8.5,-4.8,8.0,4.9
Cc1onc(-c2ccccc2Cl)c1C(=O)OCC(=O)Nc1cccc(S(=O)(=O)N2CCOCC2)c1,18.7,16.7,-23.2,0.8,2.9,5.2,36.4,17.7,-14.6,12.9,21.8
Cc1ccc(S(=O)(=O)N2CCCC(C(=O)NCc3cccnc3)C2)cc1Cl (configuration not stated),18.5,1.4,5.6,2.0,-21.0,4.6,15.3,18.0,1.6,-14.2,-4.5
COc1ccc(CNC(=O)Nc2ccc3c(c2)c(=O)n(C)n3Cc2cc(C)cc(C)c2)cc1,20.1,nt,-2.2,nt,-5.9,-10.0,19.1,-2.6,4.9,-12.5,-24.9
Cc1cccc(N2CCN(C(=O)C3CCN(c4nnc(-n5cccc5)s4)CC3)CC2C)c1 (configuration not stated),16.2,8.2,-3.0,3.2,15.3,-1.8,6.3,-7.9,3.0,37.2,31.9
Cc1[nH]c(=O)[nH]c(=O)c1S(=O)(=O)N1c2ccc(F)cc2CCC1C (configuration not stated),8.1,11.6,9.7,-0.6,2.1,7.6,-21.8,11.2,-6.8,-2.6,13.4
CCC1CN(C(=O)Nc2cccc(C)c2)c2cc(C)ccc2O1 (configuration not stated),1.9,8.9,7.9,-2.5,11.2,-18.9,8.5,10.2,-5.9,1.3,-7.1
NS(=O)(=O)c1ccc(CCNC(=O)CCNC(=O)c2ccco2)cc1,5.1,-2.4,-2.7,7.0,5.1,1.2,-1.4,14.1,7.9,22.9,3.7
Brc1ccccc1CN1CCC(Cc2ccccc2)CC1,10.3,3.3,-0.3,-3.5,0.7,11.4,-4.1,5.4,8.5,-8.5,-19.8
Cc1ccc2c(SCC(=O)NCc3ccco3)nc(-c3ccc(F)cc3)nc2c1,20.8,10.4,-11.4,-0.5,0.2,10.5,15.9,-1.6,-33.1,-20.8,-11.0
Cc1ccc(C2=NN=C(NC(=O)C(F)(F)F)SC2)cc1,-130.7,-35.4,0.6,nt,7.7,-4.3,-48.7,-219.8,-72.0,-21.3,-41.6
CC(=O)Nc1cc(-c2ccc(C(=O)N3CCOCC3)cc2)cn2c(-c3ccc(F)c(Cl)c3)cnc12,21.3,nt,-8.5,nt,11.7,12.5,4.5,27.7,-23.4,-5.0,7.0
O=S1(=O)CC=C(CSC(=S)NC2CCS(=O)(=O)C2)C1 (configuration not stated),56.9*,29.3,-11.1,2.4,16.5,51.4*,-0.9,38.2,-19.1,20.8,7.8
COc1cc(C2C(C#N)=C(N)N(N(C)C)C3=C2C(=O)CC(C)(C)C3)cc(OC)c1OC (configuration not stated),9.6,0.3,4.1,0.0,-21.8,-4.4,7.1,12.1,-15.1,-1.4,-10.4
CCOc1cnc(-c2c(-c3c(F)cccc3Cl)noc2C)o1,-0.4,6.4,-8.1,0.9,20.3,16.0,-12.6,1.4,11.4,21.5,6.8
CCOC(=O)COc1cc(Br)c(C2NC(=O)NC(C)=C2C(C)=O)cc1OCC (configuration not stated),-2.5,9.9,-3.9,4.4,2.0,-5.0,-0.7,-10.1,-8.4,3.4,25.5

This is a subset; count on the stated rates, not on these rows.
